STK33 inh = inhibitors of purified STK33 kinase, primary screen, biochemical, ADP-Glo luminescence, homogeneous, cell-free. inhibition, % at 10 µM. Serine/threonine-protein kinase 33 (Homo sapiens), Q9BYT3. 320,000 tested, 0.073% active. AID 2661, 2010. MBP phosphorylation;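 active = inhibition at or above 25%, using the most active replicate where run in duplicate; inactive = inhibition below 25%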
Target sequence (Q9BYT3 whole entry, looked up): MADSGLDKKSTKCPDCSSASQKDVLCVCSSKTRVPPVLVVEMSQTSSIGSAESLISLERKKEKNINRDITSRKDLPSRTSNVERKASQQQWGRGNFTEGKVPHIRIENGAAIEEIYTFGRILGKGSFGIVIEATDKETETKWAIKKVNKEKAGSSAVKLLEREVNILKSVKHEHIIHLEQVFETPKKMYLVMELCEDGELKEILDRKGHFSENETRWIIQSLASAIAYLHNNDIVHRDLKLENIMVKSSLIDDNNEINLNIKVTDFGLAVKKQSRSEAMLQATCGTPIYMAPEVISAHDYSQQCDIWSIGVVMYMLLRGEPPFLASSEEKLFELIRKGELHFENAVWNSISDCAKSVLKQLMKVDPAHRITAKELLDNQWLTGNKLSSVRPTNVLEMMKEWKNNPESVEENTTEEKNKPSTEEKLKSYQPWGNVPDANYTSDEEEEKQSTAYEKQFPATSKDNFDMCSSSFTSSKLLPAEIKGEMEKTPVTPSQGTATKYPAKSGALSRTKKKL
OX1R FRET antag = antagonists of human orexin 1 receptor (OX1R); Orexin/Hypocretin receptor type 1 (Homo sapiens), O43613; OX1R-expressing cells, FRET antagonist read-out; inhibition, % at 6.6 µM; AID 485270, 2010; 330,000 tested, 1.8% active; in the data active = inhibition mostly above about 38%, no sharp cut-off; inactive = mostly below about 40%;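 note: 0% = agonist challenge alone and 100% = reference antagonist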
Target sequence (O43613 whole entry, looked up): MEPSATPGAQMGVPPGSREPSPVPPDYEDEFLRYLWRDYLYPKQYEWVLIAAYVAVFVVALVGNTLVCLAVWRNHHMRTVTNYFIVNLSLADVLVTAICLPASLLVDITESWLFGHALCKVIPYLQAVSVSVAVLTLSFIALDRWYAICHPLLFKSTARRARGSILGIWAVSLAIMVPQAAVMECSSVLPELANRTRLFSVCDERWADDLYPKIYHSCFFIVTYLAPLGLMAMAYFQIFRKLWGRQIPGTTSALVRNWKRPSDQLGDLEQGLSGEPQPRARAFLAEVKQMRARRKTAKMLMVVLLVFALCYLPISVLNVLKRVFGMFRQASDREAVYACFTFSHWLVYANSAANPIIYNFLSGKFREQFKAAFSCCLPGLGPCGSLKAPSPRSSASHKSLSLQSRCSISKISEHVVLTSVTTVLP
Active calls of the source: *; . = no result given.

Structure | OX1R FRET antag | STK33 inh
CC1CCC(NC(=O)CCN2C(=O)C3C4C=CC(C4)C3C2=O)CC1 (stereo unspecified) | 8 | 0.9
O=C(Nc1ccccc1)c1nnsc1S(=O)(=O)c1ccc(Cl)cc1 | 37 | 0.9
CCN1C(=O)C(CC(=O)Nc2c(C)cccc2C)Nc2cc(S(=O)(=O)N(C)C)ccc21 (stereo unspecified) | 17 | 1.4
CCOc1cc(C2C3=C(CC(C)(C)CC3=O)N(CCCOC)C3=C2C(=O)CC(C)(C)C3)ccc1O | . | -1.1
O=C(COC(=O)c1cc(Cl)ccc1O)NCCNC(=O)COC(=O)c1cc(Cl)ccc1O | 25 | 0.1
Cc1ccccc1OCCC(=O)N1CCN(S(=O)(=O)c2ccc(F)cc2)CC1 | 31 | 0.3
CSc1cccc(NC(=O)CN(C)S(=O)(=O)c2ccccc2)c1 | 50* | -1.0
CCOc1ccccc1NC(=O)C1=C(C)NC(=O)NC1c1cccs1 (stereo unspecified) | -8 | 0.6
Cc1c(O)ccc2c(=O)c(-c3nncn3-c3ccccc3)coc12 | -17 | 3.6
O=C(O)c1cc(S(=O)(=O)N2CCCC2)ccc1Br | 1 | -1.4
OCCCc1nc2ccccc2n1CCOc1ccccc1 | 24 | 0.5
CO/N=C/C1C(=O)NN=C1c1ccccc1 (stereo unspecified) | 18 | -0.6
CCN(C(=O)CCN1C(=O)c2ccccc2C1=O)C1CCCCC1 | 11 | -0.7
COC(=O)C1=C(CCc2ccccc2)NC(=O)NC1c1ccc(Br)cc1 (stereo unspecified) | 8 | -0.8
O=C(CCCn1c(=S)[nH]c2cc3c(cc2c1=O)OCO3)N1CCN(c2ccc(Cl)cc2)CC1 | 13 | -0.4
CCc1ccc(N2CN=c3s/c(=C\c4ccccc4)c(=O)n3C2)cc1 | 12 | -6.2
CC(C)(C)C(=O)Nc1nc2cc3c(cc2s1)OCO3 | 7 | -1.0
COc1ccc(C(=O)Nc2ccccc2C(=O)N/N=C/c2ccccc2OC)cc1 | 22 | 2.0
COc1ccc2c(c1)c(CC(=O)Nc1cc(C)ccc1C)c(C)n2C(=O)c1ccc(Cl)cc1 | 15 | 0.2
COCCN(C(=O)CSc1nnc2cc(C)c3ccccc3n12)c1c(N)n(Cc2ccccc2)c(=O)[nH]c1=O | 8 | 0.7
COC(=O)c1cccc(NC(=O)c2cc3ccccc3o2)c1 | 26 | -0.3
Cc1nn(-c2ccccc2)c(N)c1C1(O)C(=O)N(C)c2ccccc21 (stereo unspecified) | 3 | -0.6
O=C(COc1ccccc1)Nc1cccc(-c2nn[nH]n2)c1 | 10 | 4.0
COc1ccc2cc(CN(Cc3cccs3)Cc3nnnn3Cc3ccccc3)c(=O)[nH]c2c1 | 0 | -1.9
CC(=O)Nc1ccccc1NC(=O)CN(C)S(=O)(=O)c1ccc(C)cc1 | 14 | -1.8
Cc1onc(-c2ccccc2Cl)c1C(=O)N1CCN(Cc2ccc3c(c2)OCO3)CC1 | 11 | -0.6
COc1ccc(-c2cc(N)n(S(=O)(=O)c3ccc(C)cc3)n2)c(OC)c1 | 11 | 2.4
COc1cc(N(Cc2ccccc2)Cc2ccccc2)c2ncn(C(C)C)c2c1 | 10 | -1.5
COc1cccc(CNC(=O)CCS(=O)(=O)c2ccccc2Cl)c1 | -3 | -1.1
CCOc1cc(C2c3c(oc4ccccc4c3=O)C(=O)N2c2nccs2)ccc1O (stereo unspecified) | 11 | -1.0

Part of the list above in a different format:
Value order: OX1R FRET antag, STK33 inh
COc1ccc2cc(CN(Cc3cccs3)Cc3nnnn3Cc3ccccc3)c(=O)[nH]c2c1
  0, -1.9
CCOc1cc(C2c3c(oc4ccccc4c3=O)C(=O)N2c2nccs2)ccc1O (stereo unspecified)
  11, -1.0
O=C(COc1ccccc1)Nc1cccc(-c2nn[nH]n2)c1
  10, 4.0
CC(=O)Nc1ccccc1NC(=O)CN(C)S(=O)(=O)c1ccc(C)cc1
  14, -1.8
COc1cccc(CNC(=O)CCS(=O)(=O)c2ccccc2Cl)c1
  -3, -1.1
Cc1nn(-c2ccccc2)c(N)c1C1(O)C(=O)N(C)c2ccccc21 (stereo unspecified)
  3, -0.6

More entries follow:
Structure | OX1R FRET antag | STK33 inh
CC(C)(C)OC(=O)N1CCC(NC(=O)c2[nH]cnc2C(=O)Nc2ccon2)CC1 | -4 | -0.8
Cc1ccc(OCCN2CCN(c3nc(NCc4ccco4)c4ccccc4n3)CC2)cc1 | 22 | -0.4
CCO[C@@H]1OC(C(=O)N2CCOCC2)=C[C@H](c2cn(C(C)=O)c3ccccc23)[C@H]1CCCO | 18 | -1.4
Cc1ccc(S(=O)(=O)NCC2CCC(C(=O)NC3CCCCC3)CC2)cc1 (stereo unspecified) | -7 | -1.9
C=CCc1cccc(C=Nc2c[nH]c(=O)[nH]c2=O)c1O | -14 | -18
O=C(O)c1ccc(CSC2CCCCC2)cc1 | -13 | 0.1
COC(=O)C1=C(COc2ccc(F)cc2)NC(=O)NC1c1ccc(C)cc1C (stereo unspecified) | 5 | -1.9
O=C(/C=C\c1ccc2c(c1)OCO2)CC1(O)C(=O)Nc2ccccc21 (stereo unspecified) | 26 | -1.0
Cc1ccc(Cn2c(=O)n(-c3ccccc3)c(=O)c3ccc(C(=O)NCc4ccco4)cc32)cc1 | 7 | 0.5
CCN(CCn1cccn1)C(=O)C1CCC(=O)N(CCN2CCOCC2)C1 (stereo unspecified) | 11 | -0.4
CC/C(=C(/CC)c1ccc(O)cc1)c1ccc(O)cc1 | 44 | -2.6
COc1cc(C(=O)NCC(c2ccccc2)N(C)C)ccc1OCC(=O)N1CCOCC1 (stereo unspecified) | 3 | 0.8
CSc1ccc(S(=O)(=O)NC2CC2)cc1 | 8 | -0.3
Cc1nc(SCC(=O)Nc2cc(Cl)ccc2[N+](=O)[O-])nc(C)c1C | 49 | -1.3
CCOc1ccc(S(=O)(=O)N2CCCC(C(=O)N3CCOCC3)C2)cc1C (stereo unspecified) | 21 | 0.2
O=C(CN1CCOCC1)NC1C2CC3CC(C2)CC1C3 (stereo unspecified) | 14 | -0.8
CCOC(=O)CSc1cccc2cccnc12 | 34 | -3.7
N#Cc1nc(-c2ccccc2)oc1N1CCCCC1 | 1 | -0.1
OCCN1CCN(C(=S)c2ccc(Br)cc2)CC1 | 9 | -2.4
COc1ccc(C(OCC(O)CN(C)C2CCCCC2)c2ccc(OC)cc2)cc1 (stereo unspecified) | 8 | 0.2
O=C(CNC(=O)c1ccco1)OCc1ccc(C(=O)c2ccccc2)cc1 | 7 | 1.2
CN(C)CCCC1(O)c2ccccc2CCc2ccccc21 | 31 | -0.9
Cc1nc2ccc(NC(=O)Cc3ccc(Br)cc3)cc2s1 | 10 | 0.1
Cc1nnsc1C(=O)N1CCC(C(=O)c2ccccc2)CC1 | 4 | 0.5
CCN(CC)CC(=O)NC12CC3CC(CC(C3)C1)C2 | 3 | -4.0
O=C(CC1C(=O)NCCN1CC(c1ccccc1)c1ccccc1)NCC1CCOCC1 (stereo unspecified) | 8 | 0.5
CCN(CC)S(=O)(=O)c1ccc(OCC(=O)NCc2ccco2)cc1 | 18 | -0.9
Cn1/c(=N/NC(=O)c2ccccc2F)sc2ccccc21 | 14 | 0.2
COc1cc(OC)cc(C(=O)NC2CCN(C(=O)N3c4ccccc4Sc4ccccc43)CC2)c1 | 18 | -1.7
CC1=N/C(=C/c2ccc([N+](=O)[O-])cc2)C(=O)N1c1ccc(Cl)cc1Cl | 24 | -1.8
CC1(C)c2[nH]c3ccccc3c2C[C@H]2C(=O)N(N)CC(=O)N21 | 0 | -0.7
COC(=O)C(NS(=O)(=O)c1ccc(NC(C)=O)cc1)C(C)C (stereo unspecified) | 11 | 0.3
CCOC(=O)CCCCCC(=O)Nc1ccc2c(c1)C(=O)N([C@H](C)CO)C[C@H](C)[C@@H](CN(C)C(=O)Nc1ccc(OC)cc1)O2 | 5 | -1.1
C/C(=N/O)c1no[n+]([O-])c1/C(C)=N\O | 7 | 0.3
CCOCCCNC(=O)c1cccc(NC(=O)C2=C(C)OCCS2)c1 | 2 | -2.8
CC(C)C[C@H](NC(=O)NCc1ccc(Cl)cc1)C(=O)O | 18 | -2.8
COc1ccc(CCNC(=O)COC(=O)c2ccccc2NCCO)cc1OC | 16 | -1.9
O=C(c1cc(COc2ccc(F)cc2Cl)on1)N1CCc2sccc2C1 | 8 | -1.9
COc1ccccc1-c1nnc(SCC(=O)c2ccc(C3CCCCC3)cc2)n1Cc1ccco1 | 29 | -1.0
COc1ccc(C2CC(c3ccccc3)=NN2C(=O)COC(=O)c2ccc(S(C)(=O)=O)cc2)cc1 (stereo unspecified) | 12 | -2.3
CCCCc1nc2ccccc2n1Cc1nnc2n1-c1ccccc1SC2 | 21 | -1.0
O=C(Nc1ccccc1)Nc1cccn(Cc2c(F)cccc2Cl)c1=O | 42 | 2.7
O=C(CNc1cccc([N+](=O)[O-])c1)N/N=C/c1ccc([N+](=O)[O-])o1 | 46 | 0.0
O=C(N/N=C/c1ccco1)c1ccc(NC(=O)c2ccccc2Cl)cc1 | 18 | -1.7
COc1cc(NS(=O)(=O)c2ccc(NC(=S)NC(=O)/C=C/c3ccc(F)cc3)cc2)ncn1 | -2 | -1.6
CCOC(=O)NC(=S)c1ccc[nH]1 | 23 | 3.9
O=C(CCCC(=O)N(CC(=O)NC1CCCC1)C1CCCC1)Nc1ccccn1 | 17 | 0.7
CCOC(=O)Cn1c(-c2cccnc2Cl)nc2ccccc21 | 21 | 0.4
OCCNc1nc(Nc2ccccc2Cl)nc(N2CCCC2)n1 | 31 | 0.2
CCc1nc(N2CCN(C(=O)c3ccccc3)CC2)c2c3c(sc2n1)CCCC3 | -7 | 0.7

Next section.
Structure | OX1R FRET antag | STK33 inh
Cc1ccc(S(=O)(=O)C2CCCCC2=O)cc1 (stereo unspecified) | 12 | -0.4
O=C(Nc1cccnc1Cl)c1cccs1 | 9 | -0.7
CCc1c(C)c2c(C)nn(-c3ccccc3)c2oc1=O | 35 | -0.9
CC(C)NC(=O)CN(C(=O)CCC(=O)Nc1nccs1)c1ccc2c(c1)OCO2 | 9 | 2.0
CC(C)c1ccc(CNc2ccc3c(c2)ncn3C)cc1 | 6 | -0.1
COc1ccc(NC(=O)C/C(C)=N/NC(=O)c2ccccn2)c(OC)c1 | 13 | 0.0
COc1ccc(C(=O)NCCN2CCCC2)cc1OC | 9 | 5.5
CCOC(=O)c1[nH]c(COC(=O)c2ccccc2NC(=O)c2ccco2)c(C(=O)OCC)c1C | 18 | -1.0
Cc1ccc(S(=O)CCNC(=O)Cc2ccccc2)cc1 (stereo unspecified) | 5 | -0.2
Cc1cccc(OCC(=O)Nc2cccc(C(=O)NCC(C)C)c2)c1 | 25 | -0.9
COc1cc(C2=NOC(C(=O)Nc3ccc(C(C)=O)cc3)C2)cc(OC)c1OC (stereo unspecified) | 9 | -0.7
O=C(COc1ccc(Cl)cc1)NCc1nnc(SCC(=O)Nc2ccccc2F)o1 | 22 | -0.5
COC(=O)c1ccccc1NC(=S)NC(NC(=O)c1ccco1)C(Cl)(Cl)Cl (stereo unspecified) | 13 | -1.7
Cc1ccc(S(=O)(=O)/C(C#N)=C/c2c(N3CC(C)OC(C)C3)nc3ccccn3c2=O)cc1 (stereo unspecified) | 12 | -0.8
CCOC(=O)c1c(C)oc2c1c(CN1CCN(C(=O)OCC)CC1)c(O)c1ccccc12 | 70* | .
Cc1ccc(-c2nc(CNC(=O)c3cc(C)on3)cs2)cc1 | 7 | -0.3
CCC(CC)C(=O)N1CC(=O)Nc2ccc(Br)cc2C1c1ccccc1 (stereo unspecified) | 27 | 0.1
CCOc1ccccc1NC(=O)c1cccc2c1C(=O)N(C1CCCCC1)C2 | 13 | 4.6
COc1ccc2ccccc2c1CNCCCN1CCOCC1 | 32 | -1.8
COc1ccccc1Nc1nc(C)cc(C)c1C(N)=O | 15 | -1.5

In another format: entries from further up.
Under each structure: OX1R FRET antag | STK33 inh
> OCCNc1nc(Nc2ccccc2Cl)nc(N2CCCC2)n1
 : 31 | 0.2
> Cn1/c(=N/NC(=O)c2ccccc2F)sc2ccccc21
 : 14 | 0.2

The listing continues:
Structure | OX1R FRET antag | STK33 inh
C=CCNC(=O)CSc1nc2scc(-c3ccco3)c2c(=O)n1CC=C | 20 | -0.7
NS(=O)(=O)c1ccc(O)c(N2C(=O)c3cccc4c(C(=O)O)ccc(c34)C2=O)c1 | 35 | -0.5
Cc1cc(S(=O)(=O)Nc2ccc(C(=O)NCC(C)(C)N3CCOCC3)cc2)ccc1F | 0 | 0.8
CCN1CCN(C(c2cccc(OC)c2OC)c2nnnn2Cc2ccco2)CC1 (stereo unspecified) | 9 | -0.4
COCCOc1ccc(C(F)(F)F)cc1NC(=O)COC(=O)C1=COCCO1 | 8 | 9.9
COC(=O)c1ccc(CSc2nncn2C)cc1 | 12 | -1.0
CC1CCN(C(=O)Cn2c3ccccc3c3nc4n(c(=O)c32)CCS4)CC1 | 25 | -1.1
COc1ccccc1-n1c(SCC(N)=O)nc2sc3c(c2c1=O)CCC3 | 22 | -1.3
O=C(CCCn1cnc2ccccc2c1=O)Nc1ccccc1F | -9 | -0.8
C/C(=C1/SC(N2CCOCC2)=NC1=O)c1ccc(Cl)cc1 | 13 | 1.3
Brc1ccc(-c2nnc3sc(CN4CCC5(CC4)OCCO5)cn23)cc1 | 1 | 1.1
O=C(C1CC1)N1CCN=C1SCc1cccc(F)c1 | 18 | -0.8
COc1ccc(-c2nc(-c3cccnc3)no2)cc1 | 9 | 3.7
CCCCOc1ccccc1NC(=O)CC1SC(=NCC)N(CC)C1=O (stereo unspecified) | 18 | -1.3
O=C(CN1C(=O)NC2(CCCC2)C1=O)NCc1ccco1 | 9 | -0.5
Cc1nccn1CC(O)Cn1c2ccccc2c2ccccc21 (stereo unspecified) | 6 | -0.1
O=C(CC1C(=O)N(c2ccc(Cl)cc2)C(=S)N1CCc1ccncc1)Nc1ccc(F)cc1 (stereo unspecified) | 4 | -0.7

Screening results deposited in PubChem BioAssay by several laboratories.
